HepG2 tox – qHTS for Inhibitors of TGF-b: Cytotox Counterscreen. 410,000 compounds, 0.76% hits. HepG2 CAGA-GFP viability, ATP luminescence, 18 h. AID 588856, 2011. Potency, µM (series often up to 46.1 µM), for inactives: at the top dose activity change, negative = cytotoxicity, hits mostly cytotoxic; note: some results filed as inactive show a strong effect at the top dose
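HepG2 CAGA-GFP cells (1000/well, DMEM with 1% FBS) received compound, then TGF-beta at 500 pg/mL final, and were incubated 18 hours at 37 degrees C. Viability was read by CellTiter-Glo luminescence. Media-only wells were set as complete cell-killing and DMSO as no toxicity.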
S2 tox – Viability Counterscreen for Primary qHTS for Inhibitors of ATXN expression | S2 cells (HEK-293 line with an ATXN2-luciferase reporter) viability, CellTiter-Fluor protease fluorescence, 24 h | Potency, µM (series often up to 56.7 µM), most hits filed as cytotoxic | AID 651635, 2014 | 400,000 compounds, 0.49% hits; note: nearly all actives have a fitted effect of over 40% in size
Nrf2 inh – Nrf2 qHTS screen for inhibitors. A549 ARE-Fluc reporter, luciferase luminescence, 18-24 h. Potency, µM (top dose mostly 46 µM), inactives show top-dose activity change, negative = inhibition, most hits filed as inhibitors. 360,000 compounds, 2.1% hits. AID 504444, 2011; note: % is set by controls: 0 for no effect and ±100 for the full control effect; nearly all actives have a fitted effect of over 60% in size
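Nrf2 function is reported as luminescence of an ARE-controlled luciferase in A549 cells. Compounds were tested at several concentrations, and a CellTiter-Fluor read on the same wells flagged cytotoxicity.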
EPAC2 antagonist – qHTS for Antagonist of cAMP-regulated guanine nucleotide exchange factor 2 (EPAC2): primary screen. EPAC2 GEF exchange of Rap1B-BODIPY-GDP, fluorescence. Potency, µM (series often up to 114 µM), for inactives: at the top dose activity, negative = inhibition, actives largely listed as inhibitors. 360,000 compounds, 0.18% hits. AID 720708, 2013; note: % is set by controls: 0 for no effect and ±100 for the full control effect; nearly all actives have a fitted effect of over 45% in size; many of its hits are not listed in these tables
Target sequence (Q8WZA2 whole entry, looked up): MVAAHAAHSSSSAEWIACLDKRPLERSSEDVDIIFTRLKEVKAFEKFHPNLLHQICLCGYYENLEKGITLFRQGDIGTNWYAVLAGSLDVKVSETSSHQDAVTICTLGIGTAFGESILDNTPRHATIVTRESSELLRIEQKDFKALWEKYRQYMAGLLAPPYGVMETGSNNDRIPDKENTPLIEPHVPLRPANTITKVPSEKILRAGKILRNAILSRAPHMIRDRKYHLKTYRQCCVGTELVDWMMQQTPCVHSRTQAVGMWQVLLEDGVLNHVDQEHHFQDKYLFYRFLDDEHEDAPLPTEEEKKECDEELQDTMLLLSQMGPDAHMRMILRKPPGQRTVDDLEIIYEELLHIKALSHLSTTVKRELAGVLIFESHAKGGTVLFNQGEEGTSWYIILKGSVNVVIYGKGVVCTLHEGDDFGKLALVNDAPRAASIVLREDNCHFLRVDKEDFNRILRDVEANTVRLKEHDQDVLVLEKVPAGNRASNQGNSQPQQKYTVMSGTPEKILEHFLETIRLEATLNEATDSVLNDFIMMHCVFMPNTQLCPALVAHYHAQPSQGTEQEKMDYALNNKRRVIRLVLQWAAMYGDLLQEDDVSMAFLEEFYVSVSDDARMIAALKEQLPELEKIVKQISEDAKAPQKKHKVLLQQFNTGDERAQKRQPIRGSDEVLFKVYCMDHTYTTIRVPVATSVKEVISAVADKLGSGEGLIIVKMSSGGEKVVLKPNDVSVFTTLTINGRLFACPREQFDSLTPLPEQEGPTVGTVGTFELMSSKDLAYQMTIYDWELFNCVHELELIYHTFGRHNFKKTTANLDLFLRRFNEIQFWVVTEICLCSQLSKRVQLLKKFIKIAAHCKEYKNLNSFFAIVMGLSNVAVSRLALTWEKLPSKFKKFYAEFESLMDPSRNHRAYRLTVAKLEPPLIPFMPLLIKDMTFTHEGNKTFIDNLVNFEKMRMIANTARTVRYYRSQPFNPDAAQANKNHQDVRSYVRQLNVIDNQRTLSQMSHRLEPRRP
Nrf2 ARE act – qHTS of Nrf2 Activators; AREc32 ARE-luciferase reporter (MCF7-derived line), luminescence, 24 h; Potency, µM (doses to about 46.1 µM), for the others: at the top dose activation, actives largely listed as activators; 410,000 compounds, 0.31% hits; AID 624171, 2012; note: % of control where 0% means no effect; nearly all actives have a fitted effect of over 65% in size
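Luciferase luminescence (Steady-Glo, 30 min at room temperature) served as the read-out of ARE activation in AREc32 cells treated with compounds for 24 hr at 37 deg C.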
MCF10A rereplic – A quantitative high throughput screen for small molecules that induce DNA re-replication in MCF 10a normal breast cells. Potency, µM (series often up to 46.1 µM), inactives show top-dose activity, positive = re-replication, most hits filed as activators. 350,000 compounds, 2.9% hits. MCF 10A DNA re-replication, Hoechst nuclear intensity, 48 h; note: % of control where 0% means no effect; nearly all actives have a fitted effect of over 50% in size
TGFb inhibitor – qHTS for Inhibitors of TGF-b; HepG2 CAGA-GFP TGF-b/SMAD3 reporter, GFP fluorescence, 18 h; TGF-beta stimulated, 500 pg/mL final; 410,000 compounds, 1.2% hits; AID 588855, 2011; Potency, µM (top dose mostly 46.1 µM), for inactives: at the top dose activity, negative = inhibition, hits mostly inhibitors; note: % is set by controls: 0 for no effect and ±100 for the full control effect; nearly all actives have a fitted effect of over 65% in size
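HEPG2 CAGA-GFP, 1000 cells/well; 2 h settle, 37 C; cpd via pin tool; TGF-b 500 pg/mL final; 18 h, 37 C; GFP imaging ex488/em500-530; %Activity normalised to -TGF-b and +DMSO controls; CRC fit, curve class.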
ATXN2 expr inh – Primary qHTS for Inhibitors of ATXN expression; HEK-293 ATXN2-luciferase reporter, luminescence, 24 h; Potency, µM (doses to about 57 µM), inactives show top-dose activity change, negative = inhibition, usual class: inhibitors; 360,000 compounds, 0.72% hits; note: % is set by controls: 0 for no effect and ±100 for the full control effect; nearly all actives have a fitted effect of over 55% in size
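ATXN2-luciferase reporter cells (luciferase flanked by upstream and downstream ATXN2 gene portions) were treated 24 h at 37 °C with compounds at up to 57 uM. SteadyGlo luminescence gave expression; GF-AFC fluorescence gave viability.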
A549 viability – Nrf2 qHTS screen for inhibitors: counterscreen for cytotoxicity; A549 ARE-Fluc cells, CellTiter-Fluor viability, 18-24 h; Potency, µM (top dose mostly 46 µM), inactives show at the top dose activity change, negative = cytotoxicity, usual class: inhibitors; 390,000 compounds, 0.16% hits; note: % is set by controls: 0 for no effect and ±100 for the full control effect
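A549 ARE_Fluc cells in 5% FBS OPTI-MEM were exposed to compounds in concentration-response for 18-24 h at 37 deg C. Viability was read by CellTiter-Fluor fluorescence (Ex 405/Em 525) after 30 min, before the luciferase read.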
* = called active by the depositor; i = inactive; ? = inconclusive; · = not tested or not shown; & = joins results of further samples; [ ] = dose if it differs, or a comment. Calls come from the whole dose curve; as a rule, active = well fitted curve in the direction sought with a large enough effect; inconclusive = small, poorly fitted or top-dose-only effect, or another doubt; inactive = no such curve, though single readings can be large; an effect the other way counts as inactive or inconclusive. Potency is the fitted concentration of half-maximal effect.

SMILES	HepG2 tox	S2 tox	Nrf2 inh	EPAC2 antagonist	Nrf2 ARE act	MCF10A rereplic	TGFb inhibitor	ATXN2 expr inh	A549 viability
CN(C)c1ccc(/C=N/NC(=O)c2ccc3nc[nH]c3c2)cc1	-28%	·	8%	1%	3.0%	-2%	0%	23%	-6%
Cc1nc(CNC(=O)c2cc(COc3ccc(F)cc3Cl)on2)cs1	-11%	i	-23%	-3%	-0.7%	?	5%	-2%	0%
COc1ccc(S(=O)(=O)NCC2CCCN(Cc3ccc(OC)cc3F)C2)cc1 (configuration not stated)	-7%	i	15%	1%	-0.3%	2%	-14%	-3%	0%
CCC(C)NC(=S)Nc1ccc(C(=O)OC)cc1 (configuration not stated)	9%	i	18µM*	2%	-0.4%	0%	-18%	-9%[11.3 µM]	-19%
CC(C)Cc1cc(C(=O)O)n[nH]1	0%	i	-14%	-5%	-0.8%	7%	?	3%	-9%
CC(=O)c1cccc(NC(=O)CCS(=O)(=O)c2ccc3c(c2)n(C)c(=O)c(=O)n3C)c1	6%	·	6%	·	0.1%	·	·	·	-9%
CCOc1ccc(C(=S)NC2CCCCC2)cc1OCC	-1%	i	-4%	3%	-0.7%	4%	-2%	6%	0%
O=C(Cc1ccc(S(=O)(=O)N2CCOCC2)s1)Nc1ccc2c(c1)CCC2	-3%	?	?	-3%	3.9%	-5%	-6%	6%	0%
COc1ccc(F)cc1S(=O)(=O)NCC(=O)NCc1cc(=O)n(C)c(=O)n1C	-3%	i	21%	-4%	-1.2%	2%	1%	8%	0%
COc1ccc(NC(=O)C2COc3ccccc3O2)cc1S(=O)(=O)N1CCOCC1 (configuration not stated)	2%	i	4%	-2%	3.5%	2%	0%	-2%	2%
COc1ccc(CCNC(=O)CC(=O)N/N=C\c2ccc(OCC(N)=O)cc2)cc1OC	3%	i	·	0%	-1.3%	·	-5%	·	·
Cc1ccc2nc(-c3ccc(NC(=O)COc4ccccc4C(C)(C)C)cc3)sc2c1	3%	i	?	·	3.5%	·	-3%	99%[activator]	-2%
CCOC(=O)CC1CCCCN1C(=O)c1cc(COc2cccc3cnccc23)on1 (configuration not stated)	-36%	?	7%	0%	0.6%	?	-29%	·	1%
Cc1ccc(-n2nc(C)c(NC(=O)CCl)c2C)cc1C	-68%	·	?	16%	?	12%	?	?	?
CCCNC(=O)C1(C)CCCN(Cc2ccc(-n3ccnc3)cc2)C1 (configuration not stated)	0%	i	·	1%	-1.1%	·	28%	6%	·
O=C(Nc1ccccc1)N1CCN(c2ccccc2)CC1	-9%	i	-11%	2%	2.8%	0%	-10%	1%	-12%
COc1ccccc1CC(=O)NNC(=O)c1cccs1	-22%	i	45%	12%	19%	-1%	-8%	9%	1%
CC(C)OC(=O)CSc1nnc(-c2ccc(O)cc2)n1Cc1ccccc1	-21%	i	10%	-4%	0.1%	2%	-11%	-8%	-13%
CCC(C)NC(=O)c1ccccc1NC(=O)COc1ccc(OC)cc1 (configuration not stated)	-19%	i	-1%	-2%	0.0%	13%	0%	2%	0%
CCCN(CCC)C(=O)Cn1c(=O)n(CCCCCC(=O)Nc2ccccc2)c(=O)c2sccc21	6%&-6%	i	4%&-17%	6%	3.9%&-1.1%	?	3%&2%	-5%	-9%&5%

Complete entries, quoted from the list. Screens in order: HepG2 tox | S2 tox | Nrf2 inh | EPAC2 antagonist | Nrf2 ARE act | MCF10A rereplic | TGFb inhibitor | ATXN2 expr inh | A549 viability
O=C(Nc1ccccc1)N1CCN(c2ccccc2)CC1 reads -9% | i | -11% | 2% | 2.8% | 0% | -10% | 1% | -12%
CCOc1ccc(C(=S)NC2CCCCC2)cc1OCC reads -1% | i | -4% | 3% | -0.7% | 4% | -2% | 6% | 0%

Going on with the list.
SMILES	HepG2 tox	S2 tox	Nrf2 inh	EPAC2 antagonist	Nrf2 ARE act	MCF10A rereplic	TGFb inhibitor	ATXN2 expr inh	A549 viability
Cc1ccc(C(=O)N2CCC3(CC2)Oc2ccc(F)cc2C(=O)C32CC(c3cccnc3)=NO2)s1 (configuration not stated)	-4%	i	1%	11%	-0.8%	16%	-3%	-16%	1%
CC(=O)c1cc(NC(=O)c2ccc(C)cc2)c(=O)oc1/C=C/N(C)C	-7%	i	22%	39%[activator]	14%	17%	90%[activator]	6%	-15%
COc1ccc(OC)c(C2NC(=O)NC(C)=C2C(=O)Nc2ccc(F)cc2)c1 (configuration not stated)	-10%	i	3%	·	3.0%	·	6%	8%	2%
C=CCOc1ccc(C2N3CC4(C)CN2CC(CCC)(C3)C4=O)cc1 (configuration not stated)	-32%	i	13%	-3%	-0.8%	?	?	-8%	-6%
O=C(NCCCn1ccnc1)c1ccccc1F	-4%	i	-4%	0%	-0.6%	2%	0%	-4%	-2%
CCCCNC(=O)C1(C)CCCCN1C(=O)c1cccc(OC(F)(F)F)c1 (configuration not stated)	-19%	i	·	13%	-0.4%	·	?	-7%	·
COc1ccc2[nH]c(=O)c(CN(Cc3cccnc3)S(=O)(=O)c3ccccc3F)cc2c1	7%	i	9%	-1%	-0.2%	?	19%	-5%	4%
COc1cccc(CNC(=O)C23CN(Cc4ccccc4)CC2C(c2ccc([N+](=O)[O-])cc2)=NO3)c1 (configuration not stated)	14%	i	-1%	3%	-0.9%	2%	9%	8%	-2%
O=c1cc(/C=C/c2cccs2)[nH]c2ccccc12	-37%	i	13µM*	12%	0.1%	?	-2%	18%	-14%
COc1cc(CN2CCN(S(=O)(=O)c3ccc(NC(C)=O)cc3)CC2)cc(OC)c1OC	-2%	i	·	·	-1.4%	·	1%	2%	1%
O=C1CC(c2ccco2)Cc2nc(NCC3CCCO3)ncc21 (configuration not stated)	-11%	?	28%	4%	16%	0%	9%	3%	6%
CCC1=NC(c2ccc(OC)c(OC)c2)N(O)C1(C)C (configuration not stated)	0%	i	0%	14%[57.1 µM]	-0.8%	0%	-10%	·	-5%
COc1ccc(C(=O)N/N=C/c2ccc(N3CCOCC3)s2)cc1OC	-18%	i	?	-9%	0.7%	1%	-15%	-2%	-27%
O=C(c1c(F)cccc1F)N1CCC(n2nnc3cc(C(F)(F)F)ccc32)CC1	2%	i	-19%	10%	0.2%	-2%	0%	-9%	2%
Cc1c(C(=O)O)sc2nc(CSc3nnc(-c4ccc(F)cc4)n3C)[nH]c(=O)c12	0%	?	-22%	0%	0.0%	0%	-11%	-32%	1%
CN(CC(=O)c1c(N)n(C)c(=O)n(C)c1=O)c1ccccc1	1%	i	?	0%	-0.2%	-1%	14%	-7%	-5%
CC(C)N(CCNC(=O)c1ccc(CS(=O)(=O)c2c(Cl)cccc2Cl)o1)Cc1ccccc1	-21%	i	17%	-11%	-0.3%	3%	0%	-17%	0%
COc1cc(C(=O)NCc2ccc3c(c2)CCN3C(=O)c2ccc(Cl)cc2)cc(OC)c1OC	-29%	·	·	·	4.2%	·	?	·	-2%
COc1ccc(C2c3[nH]c4ccccc4c3C[C@H]3C(=O)N(C4CCN(Cc5ccccc5)CC4)CC(=O)N23)c(OC)c1 (some centres not stated)	1%	i	-29%	-6%	0.5%	?	-7%	·	-20%
COc1ccccc1S(=O)(=O)N1CCn2cccc2C1C (configuration not stated)	-17%	i	-15%	1%	-2.1%	-1%	-11%	2%	-3%

Quoted from the results shown (3 entries):
SMILES	HepG2 tox	S2 tox	Nrf2 inh	EPAC2 antagonist	Nrf2 ARE act	MCF10A rereplic	TGFb inhibitor	ATXN2 expr inh	A549 viability
O=C(c1c(F)cccc1F)N1CCC(n2nnc3cc(C(F)(F)F)ccc32)CC1	2%	i	-19%	10%	0.2%	-2%	0%	-9%	2%
Cc1c(C(=O)O)sc2nc(CSc3nnc(-c4ccc(F)cc4)n3C)[nH]c(=O)c12	0%	?	-22%	0%	0.0%	0%	-11%	-32%	1%
CN(CC(=O)c1c(N)n(C)c(=O)n(C)c1=O)c1ccccc1	1%	i	?	0%	-0.2%	-1%	14%	-7%	-5%

Remaining list, next part:
SMILES	HepG2 tox	S2 tox	Nrf2 inh	EPAC2 antagonist	Nrf2 ARE act	MCF10A rereplic	TGFb inhibitor	ATXN2 expr inh	A549 viability
Cc1ccc(NC(=O)CSc2ccc(S(=O)(=O)N3CCCC3)cn2)cc1F	-19%	i	4%	1%	-0.7%	-2%	-20%	·	-6%
Cc1nn(C)cc1C1C(C#N)=C(N)N(c2cccnc2)C2=C1C(=O)CCC2 (configuration not stated)	0%	i	1%	0%	-0.8%	-3%	-2%	-14%	0%
COc1ccccc1NC(=S)c1ccccc1	13%	i	25%	16%	-0.5%	-5%	-3%	4%	-2%
Cc1cc(C)n(CC(=O)NNC(=O)CCCOc2ccc(Cl)cc2C)n1	-7%	i	?	5%	-0.3%	17%	1%	-16%	-17%
CCn1ccnc1CN(C)Cc1c(C(=O)N2C[C@@H](C)O[C@@H](C)C2)nc2ccc(Cl)cn12	13%	i	10%	12%	-0.5%	-6%	2%	7%	0%
O=C(NC1CCCC1)C1CCN(C(=O)NCc2ccccc2)CC1	16%	i	-17%	8%	-1.1%	2%	9%	-1%	7%
Cc1occc1C(=O)O/N=C(\N)c1ccccc1	-116%	i	?	0%	?	-3%	0%	?	-23%
O=C(CN1CCN(S(=O)(=O)c2ccccc2)CC1)Nc1ccc(N2CCOCC2)cc1	-24%	i	-13%	1%	-0.6%	-2%	-1%	5%	10%
O=C(c1cc2ccccc2o1)n1nnc2ccccc21	-1%	i	13%	15%	-0.4%	0%	-6%	-1%	-3%
Cc1cc2oc(=O)cc(Cn3ccnc3)c2cc1Cl	-1%	i	-17%	2%	0.4%	0%	5%	-24%	-3%
CC(C)C[C@]1(c2ccccc2)ON(c2ccccc2C(F)(F)F)C1=O	5%	i	3%	-23%	0.4%	?	0%	?	19%
COCCNCc1ccc(Cl)cc1Cl	-5%	i	1%	6%	-1.1%	-8%	0%	-2%	6%
CN(C(=O)c1cc(Cl)c2c(c1)OCCO2)c1c(N)n(Cc2ccccc2)c(=O)[nH]c1=O	-8%	i	7%	17%	-0.4%	27%	-2%	3%	0%
OCCNCCSc1nc(C2CCCCC2)n(-c2ccccc2Cl)n1	-23%	?	10%	1%	-0.7%	15%	0%	0%	-7%
Cc1ccccc1-c1nc(CS(=O)(=O)CC(=O)NCCN2CCOCC2)c(C)o1	3%	i	12%	11%	-0.3%	4%	6%	11%	0%

An excerpt, so the mix of outcomes need not match the whole.
